BCLXL inh – inhibitors of human Bcl-xL, primary screen, biochemical, fluorescence polarization, HTS; AID 2129, 2009; 320,000 tested, 0.7% active; Bcl-2-like protein 1 (Homo sapiens), Q07817; GST-Bcl-xL / FITC-Bim BH3 peptide fluorescence polarization; inhibition, % at 10.9 µM;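 active = inhibition above the mean of all tested compounds plus 3 SD, cutoff set per campaign, cut at about 30% in these data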;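 also: 0% = DMSO wells and 100% = unlabeled Bim-BH3 peptide competitor; inhibitors lower millipolarization by displacing the labeled peptide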
Target sequence (Q07817 whole entry, looked up): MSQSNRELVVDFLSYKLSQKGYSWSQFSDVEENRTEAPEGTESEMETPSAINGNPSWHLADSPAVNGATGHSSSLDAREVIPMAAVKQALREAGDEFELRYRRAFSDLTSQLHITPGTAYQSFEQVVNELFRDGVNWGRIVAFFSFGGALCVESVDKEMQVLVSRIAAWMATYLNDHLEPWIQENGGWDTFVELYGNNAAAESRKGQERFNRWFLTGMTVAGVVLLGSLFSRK
VLA-4 inh – inhibition in human VLA-4 binding assay, primary screen, VLA-4 allosteric modulator project, MLPCN library, flow cytometry, VLA-4 expressing cells; inhibition, % (about 7 µM as worked out from the volumes in the protocol); ligand binding flow cytometry; Integrin alpha-4 (Homo sapiens), P13612; AID 2557, 2010; 330,000 tested, 0.2% active; in the data active = inhibition above about 50%
GRK2 inh – compounds blocking aptamer binding on GRK2 – biochemical, human GRK2, bead flow cytometry, HTS, primary screen; Beta-adrenergic receptor kinase 1 (Homo sapiens), P25098; FAM-aptamer displacement from GRK2; inhibition of aptamer binding, % at 10 µM; 330,000 tested, 0.59% active;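 active = inhibition of aptamer binding above 40%, roughly 3 SD of noise, on plates passing a quality check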;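 also: median bead fluorescence of bound FAM aptamer so fluorescent compounds give negative values; no value below 0 was filed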
GLD-1 TGE inh – GLD-1/TGE RNA complex disruptors, primary screen, biochemical, fluorescence polarization. AID 2280, 2010. 320,000 tested, 0.44% active. purified GLD-1 + fluorescein TGE RNA. inhibition, % at 5.96 µM;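 active = percent inhibition above a per-plate cutoff, the plate mean of test compounds plus 3 SD, cut at about 30% in these data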;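 also: 0% = DMSO wells with GLD-1 and probe and 100% = wells lacking GLD-1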
PME-1 inh – PME-1 inhibitors via competitive probe labeling, primary screen, biochemical, fluorescence polarization, FP-Rh probe, HTS. inhibition, % at 5.9 µM. Protein phosphatase methylesterase 1 (Homo sapiens), Q9Y570. recombinant PME-1. 320,000 tested, 0.53% active;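 active = inhibition above the campaign mean of all compounds plus 3 SD, cut at about 26% in these data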;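 also: competitive labeling of PME-1 active site by serine hydrolase directed probe; 0% = PME-1 with DMSO and 100% = wells lacking PME-1 enzyme; inhibitors block probe labeling so polarization falls and inhibition rises; many of its hits are not listed in these tables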
Target sequence (Q9Y570 whole entry, looked up): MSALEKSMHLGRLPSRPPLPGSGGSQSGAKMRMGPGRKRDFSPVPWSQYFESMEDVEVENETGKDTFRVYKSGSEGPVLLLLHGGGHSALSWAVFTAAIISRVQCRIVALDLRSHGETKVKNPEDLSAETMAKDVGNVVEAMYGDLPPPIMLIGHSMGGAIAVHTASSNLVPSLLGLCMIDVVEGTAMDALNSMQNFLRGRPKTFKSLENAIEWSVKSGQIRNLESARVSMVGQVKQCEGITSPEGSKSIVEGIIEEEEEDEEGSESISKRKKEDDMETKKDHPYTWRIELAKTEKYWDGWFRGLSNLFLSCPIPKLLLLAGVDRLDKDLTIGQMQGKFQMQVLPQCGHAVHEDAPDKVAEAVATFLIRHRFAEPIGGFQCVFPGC
MCL1 BIM primary – inhibitors of MCL1 binding to BIM-BH3, primary screen, biochemical, fluorescence polarization. GST-MCL1 / FITC-Bim-BH3 fluorescence polarization. 320,000 tested, 0.68% active. Induced myeloid leukemia cell differentiation protein Mcl-1 (Homo sapiens), Q07820. inhibition, % at 10.9 µM;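 active = inhibition above the mean inhibition of all tested compounds plus 3 SD, set per campaign, cut at about 40% in these data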;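 also: 0% = DMSO wells and 100% = unlabeled Bim-BH3 peptide control; higher means more loss of mP so more displacement of Bim peptide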
Target sequence (Q07820 whole entry, looked up): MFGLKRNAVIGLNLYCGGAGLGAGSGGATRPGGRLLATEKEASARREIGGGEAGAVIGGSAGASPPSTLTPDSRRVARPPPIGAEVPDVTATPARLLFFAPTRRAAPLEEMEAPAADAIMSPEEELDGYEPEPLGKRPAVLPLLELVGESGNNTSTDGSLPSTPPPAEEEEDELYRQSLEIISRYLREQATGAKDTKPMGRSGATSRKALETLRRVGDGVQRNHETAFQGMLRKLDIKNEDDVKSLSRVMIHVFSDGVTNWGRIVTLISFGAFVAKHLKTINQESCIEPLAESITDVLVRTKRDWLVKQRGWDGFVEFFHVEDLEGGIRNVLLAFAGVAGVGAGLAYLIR
MEX-5 binding – MEX-5 zinc finger RNA-binding disruptors – biochemical, C. elegans, fluorescence polarization, MLPCN library, primary screen. activity score (negative = inhibition of binding), % at 10 µM. AID 1832, 2009. MEX-5/FITC-TCR2 RNA binding; hits give low values. 300,000 tested, 0.38% active;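 active = inhibition past about -25% in most replicates, and total fluorescence under double the plate's negative control median, limit read from the data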;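 also: 0% = DMSO and -100% = 5 µM competing unlabeled TCR2 RNA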
Fam108B inh – mouse Fam108B serine hydrolase inhibitors, primary screen, counter-screen for RBBP9 inhibitor project, biochemical, fluorescence polarization. recombinant Fam108B, FP-Rh probe fluorescence polarization. inhibition, % at 9.51 µM. 300,000 tested, 0.33% active. AID 1947, 2009;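 active = inhibition above the screen mean inhibition plus 3 SD, computed separately per campaign, cut at about 18% in these data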;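 also: inhibitors lower polarization as less probe binds the enzyme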
Efflux pump mplx – inhibitors of Candida efflux pumps in yeast, primary screen, S. cerevisiae, Nile Red, multiplex. S. cerevisiae Candida pump triplex. inhibition, % at 10 µM. 330,000 tested, 0.44% active;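 active = plate passing quality check with inhibition over a set limit, or well fluorescence over plate mean plus 4 SD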;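 also: Nile Red retained in pooled yeast measured as flow cytometry median fluorescence; 0% = buffer negative control and 100% = Enniatin B positive control; higher means more Nile Red kept so more efflux inhibition; some compounds called inactive have numbers as strong as hits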
* hit, by the source's call; · = no result given. This is a subset (hit frequency here may not be typical).

SMILES	BCLXL inh	VLA-4 inh	GRK2 inh	GLD-1 TGE inh	PME-1 inh	MCL1 BIM primary	MEX-5 binding	Fam108B inh	Efflux pump mplx
Cc1cccc(NC(=O)CCN2C(=O)c3ccccc3C2=O)c1	4	6	2	4	1	9	2.7	-2	0.0
Cc1cc(=O)n2[nH]c(-c3ccco3)nc2n1	1	0	6	-8	0	10	-0.3	-1	0.0
CCOc1ccc(NC(=O)c2cnccn2)cc1	1	-2	0	1	-6	3	-2.3	2	0.1
O=C(Nc1cc(Cl)ccc1O)C1CC(c2ccccc2Cl)=NO1 (stereo not drawn)	·	-13	0	·	·	·	3.7	·	0.2
COc1cc(/C=C/C(=O)O)cc(S(=O)(=O)Nc2ccccc2SC)c1OC	4	3	3	-1	4	-3	1.7	-3	-0.1
CC[n+]1c(/C=C(/C)SC)sc2ccccc21	15	-20	8	-5	-3	23	-4.3	-5	-0.1
COc1ccc(-c2noc(CN3CCN(c4ccccc4F)CC3)n2)cc1OC	3	2	0	0	-1	-1	0.7	2	-0.1
CC(C)(Oc1ccc(Cl)cc1)C(=O)N/N=C/c1cn[nH]c1-c1ccccc1	-1	3	2	3	3	-6	-0.9	-4	0.0
COc1ccc(-c2nc(N)nc(C)c2Oc2ccccc2Br)c(O)c1	42*	-13	0	17	-5	39	·	9	0.3
CCN(Cc1ccc(OC)c(F)c1)C(=O)/C=C/c1ccc(S(=O)(=O)N2CCOCC2)cc1	0	2	0	4	2	-8	·	·	0.1
COc1nc2ccccc2nc1OC	5	6	6	8	-1	3	3.4	0	-0.1
CC1CCCC(C)N1C(=O)COC(=O)c1ccco1 (stereo not drawn)	·	-3	0	-6	·	·	·	·	-0.1
COc1ccc(OCC(=O)N2CCN(C(=O)c3ccc(F)cc3)CC2)cc1	8	-8	0	-6	1	8	0.5	-2	0.0
CCN(CC)S(=O)(=O)c1ccc(NC2c3ccccc3C(=O)N2c2ccc(C)cn2)cc1 (stereo not drawn)	-5	-5	3	-1	-1	-5	-0.8	3	0.0
CCSc1ccccc1C(=O)N1CCN(c2ccccc2F)CC1	1	9	0	3	2	4	3.2	3	0.1
COc1ccc(CN2CCC(N3CC(C)OC(C)C3)CC2)c(OC)c1 (stereo not drawn)	·	7	1	·	·	·	-1.0	·	0.1
O=C(CSC(=S)N1CCOCC1)N1N=CCC1c1ccccc1 (stereo not drawn)	3	-1	3	8	5	3	0.1	1	-0.1
O=C(Nc1nc(-c2ccccc2)c(-c2ccccc2)s1)c1ccc(S(=O)(=O)N2CCCCC2)cc1	-2	16	9	2	-6	1	0.0	-6	-0.4
COC(=O)[C@H]1[C@H]2C[C@H]3c4[nH]c5ccccc5c4CCN3C[C@H]2CC[C@@H]1O	1	19	0	8	-2	-2	0.5	-6	0.0
C[C@H](CO)N1C[C@H](C)[C@@H](CN(C)S(=O)(=O)c2ccccc2)Oc2c(NS(=O)(=O)c3ccccc3)cccc2C1=O	·	5	2	4	·	·	·	·	0.0
O=C1c2ccccc2C(=O)C1c1ccc(Br)cc1	3	7	2	11	1	5	0.0	4	0.0
CN(/N=C/c1c[nH]c2ccccc12)c1cnn(-c2ccc(F)c(Cl)c2)c(=O)c1Cl	4	-4	4	1	3	7	-0.4	-3	-0.3
C=CCNC(=O)CC(=O)N/N=C/c1cccc(Br)c1	5	-9	3	-3	7	10	-0.6	5	-0.1
COc1ccc(C(C[N+](=O)[O-])c2c(C)cc3ccccn23)c(OC)c1 (stereo not drawn)	7	-7	12	0	1	2	0.4	3	0.6
O=C(COC(=O)c1ccc([N+](=O)[O-])o1)NCCCc1ccccc1	·	-6	0	2	·	·	·	·	-0.1
COc1ccc(NC(=O)c2oc3ccccc3c2NC(=O)C2CC2)cc1	1	4	0	-2	-19	1	-0.3	-6	-0.1
COc1ccc(S(=O)(=O)N2CCOCC2)cc1NC(=O)c1cccc(-n2cccc2)c1	-10	1	9	3	-7	8	3.9	-6	0.0
CC(=O)Nc1cccc(C(=O)OCC(=O)NNC(=O)c2ccc([N+](=O)[O-])cc2)c1	0	25	2	4	1	-4	1.8	0	-0.1
O=C(OCc1nnc(-c2ccc(Br)cc2)o1)c1ccco1	4	-2	0	5	5	2	-1.7	-1	0.1
Cc1c(C(=O)c2ccc(Cl)c(Cl)c2)cnc2cc3c(cc12)OCO3	3	0	0	1	0	4	3.1	-4	0.1
C[N+](C)(C)CCOP(=O)([O-])OC[C@H](O)CO	3	7	0	3	-2	-4	-1.4	-1	0.0
Cc1ccc(N2C(=O)CC(Cc3ccc(Cl)cc3)C2=O)cc1 (stereo not drawn)	5	12	2	4	-4	2	-2.1	1	-0.1
CCOC(=O)C1CCN(C(=O)CN2C(=O)c3cccnc3Oc3ccc(C)cc32)CC1	0	3	0	4	4	16	-1.1	1	-0.1
CCCC(=O)Nc1sc(C(=O)Nc2cccc(N)c2)c(C)c1C(=O)OC	2	9	0	3	-7	5	2.6	-1	0.0
Cc1cccnc1NC(=O)Nc1ccc(F)cc1	4	-6	0	-3	3	-3	0.8	-5	0.3
CCCN(CC(=O)Nc1ccc(F)c(F)c1F)C(=O)C1CC(=O)N(Cc2ccccc2)C1 (stereo not drawn)	-8	19	2	0	1	-26	1.5	1	-0.1
COc1ccc(-c2nc3ccc(C)cn3c2NCc2ccc3c(c2)OCO3)cc1	6	-2	1	9	10	12	-1.3	0	0.1
O=S(=O)(c1ccc(Oc2ccc(Cl)cc2)c(S(=O)(=O)N2CCCCC2)c1)N1CCCCC1	1	4	3	-7	-4	8	2.4	1	-0.1
CCOc1cc(CNCC2CCCN2CC)cc(Cl)c1OC (stereo not drawn)	-1	15	0	0	-2	-3	-0.8	3	0.1
COc1ccc(C(C)NC(=O)Nc2ccc(C(C)=O)cc2)cc1OC (stereo not drawn)	-1	-7	0	4	-4	8	-2.0	-2	-0.1
CC(=O)Nc1cccc(C(=O)N/N=C/c2ccc(C)o2)c1	7	15	1	-2	0	5	-1.7	-5	-0.3
CCc1nnc(SCC(=O)Nc2ccc(N3CCOCC3)cc2)o1	9	-7	2	8	-5	9	1.3	0	0.1
COCOc1ccc(/C=C/C(=O)c2c(O)cc(OCOC)cc2OCOC)cc1	1	21	2	6	-3	-3	2.5	-6	0.1
C/C(=N/NC(=O)c1ccc(C)s1)c1cccc(NC(=O)COc2ccc(Cl)cc2Cl)c1	1	-7	3	5	0	3	1.6	-6	-0.1
CC(C)N1C[C@@]23C=C[C@@H](O2)C(C(=O)OCc2ccccc2)[C@H]3C1=O (stereo partly drawn)	7	-2	2	-2	0	5	2.3	0	-0.1
CCOc1ccc(NC(=S)NC(=O)c2c(Cl)c(C)nn2C)c([N+](=O)[O-])c1	0	7	0	-4	0	4	-2.4	-9	-0.2
Cc1occc1C(=O)N1CCN(c2ncccn2)CC1	6	-6	1	8	0	1	4.7	1	-0.3
Cc1cccc(N(CC(=O)NCC2CCCO2)C(=O)CCC(=O)Nc2cc(C)on2)c1 (stereo not drawn)	8	3	0	4	-2	10	3.0	2	0.0
Cc1ccc(OCC(=O)NCC(=O)n2nc(C)cc2C)cc1	-2	26	0	10	1	-2	2.6	2	0.0
O=C(NN=C1CCCCCC1)c1ccc2c(c1)OCO2	4	-5	2	0	1	0	1.8	-2	0.0
Cc1ccc2oc(=O)n(Cc3ccccc3)c2c1	4	19	0	-5	4	6	-0.2	1	0.3
CCOC(=O)Cc1nnc(NC(=O)CSc2nnc3c(n2)[nH]c2ccccc23)s1	14	-3	3	0	-18	13	1.9	-8	0.0
O=C(Cc1ccc(Cl)c(Cl)c1)Nc1cccc(S(=O)(=O)N2CCOCC2)c1	1	17	2	-4	2	8	1.2	-5	-0.2
COc1ccc(S(=O)(=O)Nc2c(C)n(C)n(-c3ccccc3)c2=O)cc1	4	15	4	0	1	9	1.4	1	0.0
CCOc1ccc(N(CC(=O)NCc2ccc(F)cc2)C(=O)CCC(=O)Nc2nccs2)cc1	7	7	0	10	-2	4	-1.4	-2	-0.1
CN(C(=O)CSc1nc2ccccc2c(=O)n1-c1ccccc1Cl)C1CCS(=O)(=O)C1 (stereo not drawn)	·	0	2	-5	·	·	·	·	-0.2
Cc1ccc(NC(=S)NC(=O)c2ccc(-c3ccccc3)cc2)c(C)c1	-2	9	2	0	-9	8	-1.2	-5	0.0
CCCCN(CC)C(=O)Cn1cnc2ccc(S(=O)(=O)N3CCC(C)CC3)cc2c1=O	2	-8	1	-6	-6	5	4.6	3	-0.5
Cc1ccccc1NC(=O)CSCc1nc(N)nc(Nc2ccccc2C)n1	5	0	0	-5	-4	7	2.6	1	0.1
Cc1ccccc1OCC(=O)OCC(=O)c1c[nH]c2ccccc12	-12	-2	0	5	0	-17	·	·	-0.1

More records:
SMILES	BCLXL inh	VLA-4 inh	GRK2 inh	GLD-1 TGE inh	PME-1 inh	MCL1 BIM primary	MEX-5 binding	Fam108B inh	Efflux pump mplx
N#CC1=C(N)Oc2cc(O)c(Cl)cc2C1c1ccccc1F (stereo not drawn)	78*	17	2	59*	0	57*	-46*	3	-0.1
CCOC(=O)N1CCN(C(=O)Cn2nc(C)n3nc(-c4ccc(CC)cc4)cc3c2=O)CC1	3	-1	4	3	-1	3	-0.6	-3	0.0
COc1cc(CNCCc2ccccc2)cc(Br)c1OCC(=O)Nc1ccccc1C	2	27	0	1	5	6	-0.2	-1	0.1
CC(/C=C1\SC(=S)N(NC(=O)c2ccncc2)C1=O)=C\c1ccccc1	1	1	1	2	-3	6	-1.6	-6	0.4
COc1ccc(C)cc1-n1c(SCC(=O)NCC2CCCO2)nc2c([nH]c3ccccc32)c1=O (stereo not drawn)	0	-1	0	-4	-1	0	1.0	-2	-0.4
O=C(CC1SC(=Nc2ccc(OC(F)F)cc2)N(CCC2=CCCCC2)C1=O)Nc1ccccc1F (stereo not drawn)	-2	26	0	-1	-12	-4	5.3	-19	0.2
Cc1sc(NC(=O)C2C3CCC(O3)C2C(=O)O)c(C(=O)OC(C)C)c1-c1ccc(Cl)cc1 (stereo not drawn)	8	-7	0	-2	-5	2	0.1	1	-0.1
O=C1CC(C(=O)Nc2ccccc2C(=O)O)C(c2ccccc2)O1 (stereo not drawn)	5	7	0	-4	2	4	-0.8	5	-0.1
Cn1c(=NC(=O)CCl)sc2ccccc21	1	5	0	1	1	0	-0.7	-5	0.0
c1ccc2c(c1)nc(-c1ccncc1)n2CCNc1nc(CN2CCCCC2)cs1	21	2	0	11	-1	20	-6.1	4	-0.1
Cc1ccc(NC(=O)Cc2ccccc2)cc1S(=O)(=O)N1CCOCC1	·	3	2	0	·	·	·	·	-0.3
COc1ccccc1CNC(=O)CCc1nnc2ccc(NCCCN3CCCC3=O)nn12	4	-8	2	0	-5	4	-0.1	1	-0.1
N#CCC(=O)N/N=C/c1c(-c2ccccc2)n(-c2ccccc2)c2ccccc12	2	-6	0	1	0	1	-1.8	-1	0.2
